EBNA-1 inhibitor = EBNA-1 DNA-binding inhibitors, primary screen, biochemical, fluorescence polarization. inhibition, % at 14.8 µM. 300,000 compounds, 0.34% hits; in the data active means inhibition above about 28%
HCV core dimer = inhibitors of HCV core protein dimerization, primary screen, biochemical, TR-FRET, high-throughput; TR-FRET GST/Flag-core106 dimerization, 1536-well; inhibition, % at 5 µM; 300,000 compounds, 0.33% hits; AID 1899, 2009;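 active means inhibition above the mean of all tested compounds plus 3 SD, set per screening campaign, cut at about 45% in these data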
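assay system = GST-tagged and Flag-tagged HCV core protein residues 1-106 | controls = unlabelled core106 and no-GST-core106 wells | incubation = compound-protein-antibody incubation 4 h at 22.5 °C | probe or stimulus = Eu donor and XL665 acceptor anti-tag antibodies | read-out = % inhibition based on acceptor/donor emission ratio | signal = TR-FRET 671 and 617 nm emission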
JMJD2C inh = inhibitors of GASC-1 histone demethylase, primary screen, biochemical, fluorescence, DELFIA europium; 330,000 compounds, 0.069% hits; GST-JMJD2C(1-420) H3K9me3 demethylation; inhibition, % at 2.35 µM;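 active means more than half of a compound's replicate wells show inhibition beyond 50%, single wells judged on their own value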;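 further: signal counts dimethyl H3K9 product captured on neutravidin plate; 0% = median of DMSO wells and 100% = 0.3 times that DMSO median; strong numbers were not always called active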
Target sequence (Q9H3R0 1-420 limits assumed): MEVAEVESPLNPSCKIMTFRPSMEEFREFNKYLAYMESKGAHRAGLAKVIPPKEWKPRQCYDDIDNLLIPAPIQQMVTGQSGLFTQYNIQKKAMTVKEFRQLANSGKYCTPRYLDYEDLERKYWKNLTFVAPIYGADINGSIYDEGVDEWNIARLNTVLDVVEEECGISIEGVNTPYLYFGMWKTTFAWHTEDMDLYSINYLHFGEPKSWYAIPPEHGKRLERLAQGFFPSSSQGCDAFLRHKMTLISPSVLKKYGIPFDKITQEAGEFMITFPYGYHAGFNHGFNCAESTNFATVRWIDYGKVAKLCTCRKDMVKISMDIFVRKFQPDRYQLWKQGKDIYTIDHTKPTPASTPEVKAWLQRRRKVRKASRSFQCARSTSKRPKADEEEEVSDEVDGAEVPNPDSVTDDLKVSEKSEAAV
PP5 primary = PP5 phosphatase inhibitors, primary screen, biochemical, fluorescence; Serine/threonine-protein phosphatase 5 (Homo sapiens), P53041; purified PP5c, OMFP substrate fluorescence; inhibition, % at 6.7 µM; 320,000 compounds, 0.18% hits; AID 1987, 2009;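 active means inhibition above the campaign's mean inhibition across all tested compounds plus 3 SD, cut at about 9.5% in these data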;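 further: 0% = DMSO only and 100% = 100 µM cantharidin control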
ZTA counter = ZTA (EBV) inhibition in EBNA-1 counter-screen. ZTA-DNA binding, fluorescence polarization. inhibition, % at 11 µM. 320,000 compounds, 0.15% hits; in the data active means inhibition above about 33%
Target sequence (P03206 whole entry, looked up): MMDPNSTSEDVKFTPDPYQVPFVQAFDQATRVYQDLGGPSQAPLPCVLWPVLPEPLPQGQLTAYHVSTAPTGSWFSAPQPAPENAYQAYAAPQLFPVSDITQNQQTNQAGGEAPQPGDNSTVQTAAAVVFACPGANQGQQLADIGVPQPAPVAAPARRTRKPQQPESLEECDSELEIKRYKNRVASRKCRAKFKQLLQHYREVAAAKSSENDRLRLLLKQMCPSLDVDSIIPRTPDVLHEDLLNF
CTSL1 counter = Fasciola hepatica cathepsin L1 inhibitors, primary screen, counter-screen for PFM18AAP inhibitor project, biochemical, QFRET, fluorogenic peptide substrate | recombinant F. hepatica cathepsin L1, Z-Leu-Arg-MCA fluorescence | 300,000 compounds, 0.49% hits | AID 1906, 2009 | inhibition, % at 5.96 µM;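 active means inhibition above the mean of all tested compounds plus 3 SD, set per screening campaign, cut at about 17% in these data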;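 further: 0% = plate median of test compound wells and 100% = 1 µM Z-Phe-Ala-diazomethylketone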
TPT1 inhibitor = Candida albicans TPT1 enzyme inhibitors, primary screen, biochemical, fluorescence polarization; tRNA 2'-phosphotransferase TPT1 (Candida albicans SC5314); recombinant caTPT1, FP RNA substrate dephosphorylation; inhibition, % at 5 µM; 300,000 compounds, 0.81% hits; AID 1962, 2009;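 active means inhibition above the mean of all tested compounds plus 3 SD, set per screening campaign, cut at about 24% in these data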;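 further: plate controls were DMSO alone for no effect and ferristatin control at 100 nM for full effect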
CR mimetic SO = reduction of superoxide in aged yeast, primary screen, HTS | S. cerevisiae aged cells, superoxide DHE fluorescence; active compounds read low | superoxide response (% of plate mean), % at 10 µM | 330,000 compounds, 0.18% hits | AID 2690, 2010;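 active means superoxide response under a set limit, about three screen SD below normal, cut at about 65% in these data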;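 further: yeast aged for seven days with compound at 30 °C before DHE staining; 100% = average MFI of all compound-treated wells on the plate with controls excluded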
PP1 counter = PP1-alpha phosphatase inhibitors, primary screen, counter-screen for PP5 inhibitor project, biochemical, fluorescence, OMFP substrate, single point | inhibition, % at 6.7 µM | purified PP1alpha | Serine/threonine-protein phosphatase PP1-alpha catalytic subunit (Homo sapiens), P62136 | 320,000 compounds, 0.9% hits;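 active means inhibition above the mean inhibition of all tested compounds plus 3 SD, computed separately for each screening campaign, cut at about 15% in these data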
Target sequence (P62136 whole entry, looked up): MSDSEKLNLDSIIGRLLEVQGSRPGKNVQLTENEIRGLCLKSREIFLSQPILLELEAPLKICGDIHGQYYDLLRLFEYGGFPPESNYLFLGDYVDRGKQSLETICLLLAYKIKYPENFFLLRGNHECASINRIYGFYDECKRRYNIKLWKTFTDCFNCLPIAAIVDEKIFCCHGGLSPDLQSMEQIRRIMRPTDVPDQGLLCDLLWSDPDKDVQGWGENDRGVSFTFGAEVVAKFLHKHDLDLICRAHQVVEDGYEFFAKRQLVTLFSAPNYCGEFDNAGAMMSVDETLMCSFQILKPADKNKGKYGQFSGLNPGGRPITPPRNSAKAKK
Numbers without * were called inactive; nt = no result given.

SMILES	EBNA-1 inhibitor	HCV core dimer	JMJD2C inh	PP5 primary	ZTA counter	CTSL1 counter	TPT1 inhibitor	CR mimetic SO	PP1 counter
COCC(=O)Nc1nc2n(n1)C(c1ccccc1Cl)CC(c1ccc(OC)cc1)N2 (configuration not stated)	5	-3	-7	1.1	-1	1	0	105	-1
Cc1ccc(NC(=O)C(C)Sc2nnc(C)n2C2CC2)cc1S(=O)(=O)N1CCOCC1 (configuration not stated)	nt	nt	-18	3.0	-15	nt	nt	89	3
COc1ccc(NC(=O)CCC(=O)OCC(=O)c2ccc(Oc3ccc([N+](=O)[O-])cc3)cc2)cc1	-4	15	7	-0.8	-2	-17	1	127	-4
Cc1csc(=O)n1CC(=O)OCC(=O)Nc1ccc(C(N)=O)cc1	nt	nt	5	1.4	-8	nt	nt	93	-3
C#CCN1C(=O)S/C(=C\c2ccc(N3CCOCC3)cc2C)C1=O	1	-5	4	0.0	12	2	10	70	3
COc1cc(NC(=O)c2cc(CC(C)C)on2)c(OC)cc1Cl	-2	-4	-4	1.5	-5	0	-3	96	0
O=[N+]([O-])c1cccc(NN=Nc2ccccc2)c1	13	-3	0	1.7	20	0	-1	114	3
COc1cc(CCC(=O)Nc2ccc(S(=O)(=O)N3CCCC3)cc2)cc(OC)c1OC	nt	nt	nt	1.0	-7	nt	nt	92	-2
CCCOC(=O)c1c(NC(=O)c2cnn3c2NC(c2ccccc2)CC3C(F)(F)F)sc2c1CCCC2 (configuration not stated)	-4	10	-7	-0.3	10	-4	-1	98	-1
O=C(CCC(=O)OCC(=O)c1ccc(C(F)(F)F)cc1)OCC(=O)c1ccc(C(F)(F)F)cc1	-10	1	7	0.3	-7	2	6	91	-2
Cc1c(NS(=O)(=O)c2cccc(C(=O)OCC(=O)N(C)C3CCCCC3)c2)c(=O)n(-c2ccccc2)n1C	1	1	-37	-0.5	-8	-7	3	114	-3
Cc1ccc(/C=C2\SC(=S)N(CCC(=O)NNC(=O)c3ccccc3O)C2=O)cc1	-1	7	-14	2.5	-21	2	0	112	-2
Cc1ccc(CNC(=O)Cn2c(=O)c3sccc3n(Cc3ccc([N+](=O)[O-])cc3)c2=O)cc1	8	11	1	2.3	-7	1	3	104	5
COc1ccc(C(CCN)c2ccc3c(c2)OCO3)cc1 (configuration not stated)	4	12	-5	-0.8	1	1	0	94	5
CCOc1ccc(NC(=O)CNc2ccc(C)cc2Cl)cc1	3	-3	-9	5.2	-7	-1	-3	110	2
N#CC1=C(N)Oc2c(ccc3ccccc23)C1c1ccsc1 (configuration not stated)	-21	71*	10	-6.2	15	-3	7	125	-9
Cc1cccc(NC(=O)C2CCCN2C(=O)Oc2ccccc2)c1C (configuration not stated)	0	-7	3	2.8	13	2	5	102	-3
Cc1ccc(-c2cc(C(F)F)n3ncc(C(=O)N4CCN(c5cccc(C)c5C)CC4)c3n2)cc1	-4	14	-1	-2.4	6	1	-2	106	-2
Cc1ccc(Nc2nc3ccc(Cl)cc3n3cnnc23)cc1F	7	12	-2	2.4	1	0	0	95	1
Nc1nc2n[nH]nc2c(=O)[nH]1	-4	1	-5	0.7	22	-4	-2	83	-5
CC(=O)N1CC[n+]2c(-c3ccc(Cl)cc3)csc21	19	-12	-2	3.6	-1	-1	1	92	1
C/C(=N\Nc1ccc(C(=O)O)cc1)c1ccc(-n2ccnc2)cc1	-2	-5	-15	-0.9	8	-3	5	98	0
CNC(=O)C1CC(=O)N(Cc2ccc3c(c2)OCO3)C(=Nc2ccc(F)cc2)S1 (configuration not stated)	4	-5	1	1.4	3	-1	-5	95	-2
CSc1nnc2c(n1)c(C)nn2-c1ccc(C)cc1	0	-2	3	-0.4	-8	1	-3	91	-5
CCOC(=O)CNC(=O)C(CC(N)=O)NC(=O)OC(C)(C)C (configuration not stated)	1	-3	-6	3.5	-17	4	3	128	-7
CCCN1CCN(CC(O)COC(c2ccc(OC)cc2)c2ccc(OC)cc2)CC1 (configuration not stated)	2	-12	114	1.2	0	-5	-2	97	4
Cc1ccc(CN2CCN(/N=C/c3ccc(C(F)(F)F)cc3)CC2)c(C)c1	-4	-3	-6	3.1	6	-6	0	110	2
COc1cc(NC(=O)C2CC3CCC2C3)c(OC)cc1Cl (configuration not stated)	10	15	0	3.6	3	-2	2	88	-3
Cc1cccc(NC(=O)Nc2ccc([N+](=O)[O-])cc2)n1	-9	-1	2	-0.1	3	2	-3	82	0
COc1cc(C(=O)Nc2cccc(-c3nc4cc(C)ccc4o3)c2C)cc(OC)c1OC	37*	10	-5	2.3	7	0	-1	117	2
CC(C)Cc1nnc(NC(=O)CC(=O)Nc2ccccc2C(=O)O)s1	8	-1	2	-0.2	10	0	-3	100	1
CCOc1ccc(N=CC2=C(O)CC(C)(C)CC2=O)cc1	10	-4	-2	4.1	-5	3	-1	93	0
ClCC1=Nc2ccccc2Cc2ccccc21	9	18	-2	-0.8	24	2	2	94	10
O=C(Cn1ncc2c([nH]c3ccccc32)c1=O)NCCc1ccc(Cl)cc1	-7	15	-3	2.9	-2	-3	3	87	18*
CCOn1c(=O)c(-c2ccccc2)[n+]([O-])c2ccccc21	5	1	7	-0.3	1	-4	-1	108	-2
Clc1ccc(CNC2CCCC2)c(Cl)c1	9	0	-2	-2.4	-5	3	1	92	-1
CCOC(=O)CN1N=C(/C=C/c2ccccc2)CCC1=O	-9	-5	1	2.9	-2	2	2	96	1
Cc1c(-c2cc(C(=O)O)no2)cnn1C	-5	4	4	-1.4	-4	0	3	94	1
Cc1nnc2c(N(C)S(=O)(=O)c3ccccc3)nc3ccccc3n12	-8	1	15	0.6	5	-2	-1	93	-1
Cc1cc(N2CCOCC2)nc2cc(O)ccc12	4	-1	110	4.3	1	4	0	107	3
O=C(Nc1ccccc1Cl)C1CC(=O)n2c(nc3ccccc32)N1 (configuration not stated)	-4	-4	-2	1.5	5	-4	-1	84	-2
CC(=O)Nc1ccc(S(=O)(=O)NCCC(=O)OCC(=O)N2CCN(C(=O)c3ccco3)CC2)cc1	-4	7	7	0.4	4	-8	2	88	-4
COc1ccc(N2CCN(C(=O)COCC(=O)O)CC2)cc1	-3	-6	7	-0.5	-7	3	-1	108	-2
O=C1CC(N2CCN(c3cccc(C(F)(F)F)c3)CC2)C(=O)N1c1ccc(F)cc1 (configuration not stated)	-2	-2	14	1.0	9	4	1	96	-6
CC(C)(C)c1ccc(C(=O)NNC(=O)CCC(=O)Nc2ccccc2)cc1	-3	3	30	-0.1	-8	-25	-9	107	-7
CC(=O)Oc1ccc(C)cc1N1C(=O)c2ccc(C(=O)O)cc2C1=O	3	-3	19	-0.8	2	-1	0	96	-3
COc1ccc(N2C(=O)CSC2c2ccc(F)c(F)c2)cc1 (configuration not stated)	-8	0	1	1.8	5	1	0	114	1
CC1SCC(NC(=O)c2cccc(Cl)c2)CS1 (configuration not stated)	1	0	-14	0.5	9	1	1	111	-3
CCCCOc1ccc(Cc2c(O)nc(SC)[nH]c2=O)cc1	4	-3	-4	-0.6	5	-2	0	97	-3
CCOc1ccc(/C(O)=C2/C(=O)C(=O)N(CCN(CC)CC)C2c2cccs2)cc1 (configuration not stated)	-17	9	30	1.0	-22	-6	2	104	-3
COc1ccc(N2C(=O)c3ccc(NC(C)=O)cc3C2=O)cc1	-11	-7	-10	-1.1	0	0	0	93	-2
CN(C)S(=O)(=O)N1CCC(Oc2ccc(C(=O)N3CCCCCCC3)cc2)CC1	1	-1	-3	3.5	-16	3	0	108	7
Cc1ccc(C)c(SCC(=O)OCC(=O)N2CC(C)OC(C)C2)c1 (configuration not stated)	-5	0	-14	-1.5	-3	-24	4	115	-4
Cn1c(N)c(S(=O)(=O)NCc2ccccc2)c(=O)n(C)c1=O	-2	-20	7	-5.8	-4	3	2	98	-1
CC(C)OCCCNC(=O)C1CCN(S(=O)(=O)N2CCCCC2)CC1	-13	-7	13	2.5	9	-2	4	109	2
Cc1nn(-c2ccccc2)c2sc(C(=O)NC3CC3)cc12	-1	-1	4	5.8	-15	1	-3	80	0

Part of the list above, with each value named:
structure: CN(C)S(=O)(=O)N1CCC(Oc2ccc(C(=O)N3CCCCCCC3)cc2)CC1
  EBNA-1 inhibitor: 1	HCV core dimer: -1	JMJD2C inh: -3	PP5 primary: 3.5	ZTA counter: -16	CTSL1 counter: 3	TPT1 inhibitor: 0	CR mimetic SO: 108	PP1 counter: 7

structure: CCOc1ccc(/C(O)=C2/C(=O)C(=O)N(CCN(CC)CC)C2c2cccs2)cc1 (configuration not stated)
  EBNA-1 inhibitor: -17	HCV core dimer: 9	JMJD2C inh: 30	PP5 primary: 1.0	ZTA counter: -22	CTSL1 counter: -6	TPT1 inhibitor: 2	CR mimetic SO: 104	PP1 counter: -3

structure: Cc1ccc(C)c(SCC(=O)OCC(=O)N2CC(C)OC(C)C2)c1 (configuration not stated)
  EBNA-1 inhibitor: -5	HCV core dimer: 0	JMJD2C inh: -14	PP5 primary: -1.5	ZTA counter: -3	CTSL1 counter: -24	TPT1 inhibitor: 4	CR mimetic SO: 115	PP1 counter: -4

structure: CC(C)OCCCNC(=O)C1CCN(S(=O)(=O)N2CCCCC2)CC1
  EBNA-1 inhibitor: -13	HCV core dimer: -7	JMJD2C inh: 13	PP5 primary: 2.5	ZTA counter: 9	CTSL1 counter: -2	TPT1 inhibitor: 4	CR mimetic SO: 109	PP1 counter: 2

Following part.
SMILES	EBNA-1 inhibitor	HCV core dimer	JMJD2C inh	PP5 primary	ZTA counter	CTSL1 counter	TPT1 inhibitor	CR mimetic SO	PP1 counter
CN(c1ccccc1)S(=O)(=O)c1ccc(C(=O)OCC(=O)NCc2ccco2)cc1	6	43	-9	-1.8	13	-4	0	109	5
Cc1ccc(C(=O)NC2CCCCNC2=O)cc1C (configuration not stated)	-11	-1	-6	0.7	2	2	1	107	-1
C=C1CN(CC(=O)OC)S(=O)(=O)c2ccccc21	7	-4	-22	-2.9	0	-1	1	102	-2
Cc1cccc(NC(=O)Nc2ccc(Cl)c(Cl)c2)n1	2	-9	30	1.8	-22	3	-2	98	0
CC1CC(C)CN(CCCNC(=O)CN2C(=O)c3cccnc3Oc3ccc(Cl)cc32)C1 (configuration not stated)	-3	-24	11	2.1	6	-1	3	83	-2
CN(C(=O)COC(=O)c1ccc(=O)n(Cc2ccccc2)n1)C1CCCCC1	nt	nt	nt	-0.2	21	nt	nt	114	-3
COc1ccc(-n2cnc3cc(NS(=O)(=O)c4ccccc4)ccc32)cc1	-6	1	3	2.7	-3	-1	-2	96	1
O=C(Nc1ccc(F)cc1)N1CCn2c(nc3ccccc32)C1	4	-2	-5	0.7	-3	-1	-1	85	-3
Cc1ccccc1-c1noc(-c2ccc(O)cc2)n1	5	-5	1	3.4	1	-2	-1	95	-3
O=S(=O)(NC1CCCCC1)c1ccc(N2CCOCC2)nc1	1	-1	-5	-1.9	-9	2	-4	98	-2
NS(=O)(=O)c1ccc(NC(=S)Nc2cc(Cl)c(Cl)cc2Cl)cc1	-3	-5	2	1.9	-15	2	-5	96	-1
CCOC(=O)N1CCN(c2nc(=S)n(-c3ccccc3)c(C)c2C(C)=O)CC1	-8	0	2	0.0	9	-2	0	111	-1
Cc1ccc2c(C)c(C(=O)N(C)C(C)c3ccncn3)oc2c1C (configuration not stated)	6	7	1	1.3	0	0	0	92	0
Cc1cc(-c2cc(C(=O)NC3CCCC3)on2)nc(NCC2CC2)n1	12	-15	-20	1.3	-21	-1	-3	85	-2
Cc1ccc(N2CCN(C(=O)NC3CCCCC3)CC2)c(C)c1	-14	-6	-11	2.1	-20	-2	-3	98	1
